High-throughput results (PubChem BioAssay)
OXTR agonist = human OXTR agonists, primary screen, fluorescence, CHO-OTR cells, Fluo-8 calcium. Fluo-8 calcium fluorescence; normalized: DMSO 0%, oxytocin 100%. activation, % at 3 µM. Oxytocin receptor (Homo sapiens), P30559. 320,000 tested, 0.32% active;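 active means activation above the mean of all tested compounds plus 3 SD, cutoff set per screening run, cut at about 20% in these data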;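 further: peak over basal fluorescence ratio from a 100 s FLIPR kinetic read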
Target sequence (P30559 whole entry, looked up): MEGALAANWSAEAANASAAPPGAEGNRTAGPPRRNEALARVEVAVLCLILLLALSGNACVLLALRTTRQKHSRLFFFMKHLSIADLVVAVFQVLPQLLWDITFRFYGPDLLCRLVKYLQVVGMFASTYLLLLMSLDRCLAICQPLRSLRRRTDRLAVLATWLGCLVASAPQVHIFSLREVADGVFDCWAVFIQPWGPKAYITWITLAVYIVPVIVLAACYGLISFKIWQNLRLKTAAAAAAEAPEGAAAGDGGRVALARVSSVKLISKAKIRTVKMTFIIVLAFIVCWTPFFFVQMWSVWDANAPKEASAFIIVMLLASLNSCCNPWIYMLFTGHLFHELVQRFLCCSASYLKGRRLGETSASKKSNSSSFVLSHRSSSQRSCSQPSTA
TAAR1 agonist = human TAAR1 agonists, primary screen, Fluo-8 calcium fluorescence, CHO RD-HGA16 cells; Trace amine-associated receptor 1 (Homo sapiens), Q96RJ0; vehicle wells 0%, saturating PEA agonist 100%; activation, % at 3 µM; 360,000 tested, 0.99% active;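 active means activation above the mean activation of all test compounds in the run plus 3 SD, cut at about 38% in these data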
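System: CHO RD-HGA16 cells carrying human TAAR1 plus Gα16; Incubation: 17-24 h seeding, 75 min 37 °C dye, 30 min RT; Measured by: Fluo-8 fluorescence, 5 s baseline then 140 s kinetic read; Control set: DMSO and PEA EC100; Replication: single well for each compound.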
TAAR1 antag = human TAAR1 antagonists, primary screen, Fluo-8 calcium fluorescence, CHO RD-HGA16 cells. Trace amine-associated receptor 1 (Homo sapiens), Q96RJ0. 360,000 tested, 1.5% active. inhibition, % at 3 µM. AID 624466, 2012. antagonist;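 active means inhibition above a per-plate cutoff, the mean inhibition of test compounds on that plate plus 3 SD, cut at about 49% in these data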;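 further: 0% = DMSO plus EC80 beta-PEA response and 100% = DMSO alone without agonist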
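Test system – hTAAR1-expressing CHO RD-HGA16 cells, Gα16-coupled · Reagent – β-PEA at EC80 concentration, post-compound challenge · Compound dosing – 3 µM, single point · Timing – 140 s kinetic read after compound, 140 s after agonist · Detection – Fluo-8 intracellular calcium dye fluorescence, real-time kinetic reads · Control set – DMSO and EC80 PEA controls · Repeats – n of 1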
CHRM1 antagonist = human M1 muscarinic receptor antagonists, primary screen, CHO-K1 cells, Fluo-8 calcium fluorescence, 1536-well; Muscarinic acetylcholine receptor M1 (Homo sapiens), P11229; CHO-K1 hM1, ACh EC80 antagonist; inhibition, % at 3 µM; 360,000 tested, 1.3% active;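 active means percent inhibition above its own plate's cutoff, namely the mean of that plate's compound wells plus 3 SD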;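 further: peak over basal fluorescence ratio during 140 s after agonist addition; 0% = ACh EC80 plus DMSO and 100% = DMSO alone without agonist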
V1R ag counter = agonists of human V1a receptor, primary screen, counter-screen for OXTR agonist project, fluorescence, CHO-V1R cells. Fluo-8 calcium fluorescence, agonist mode; 0% DMSO, 100% 3 nM vasopressin. activation, % at 3 µM. 320,000 tested, 0.25% active. AID 2797, 2010;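 active means activation above the mean activation of all tested compounds plus 3 SD, per screening run, cut at about 20% in these data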;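 further: signal is peak over basal fluorescence ratio across a 100 second FLIPR read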
Target sequence (P37288 whole entry, looked up): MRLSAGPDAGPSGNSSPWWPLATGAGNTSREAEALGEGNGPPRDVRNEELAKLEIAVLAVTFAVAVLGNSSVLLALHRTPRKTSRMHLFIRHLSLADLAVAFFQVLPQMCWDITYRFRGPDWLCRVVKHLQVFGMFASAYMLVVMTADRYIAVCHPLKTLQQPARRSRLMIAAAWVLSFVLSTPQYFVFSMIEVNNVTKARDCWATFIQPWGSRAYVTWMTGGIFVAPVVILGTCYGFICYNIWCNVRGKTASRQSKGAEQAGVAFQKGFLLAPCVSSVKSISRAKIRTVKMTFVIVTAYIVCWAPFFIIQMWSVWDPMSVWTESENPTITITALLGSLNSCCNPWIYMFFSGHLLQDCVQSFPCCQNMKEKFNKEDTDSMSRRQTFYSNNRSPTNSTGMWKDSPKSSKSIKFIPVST
OXTR potentiate = human OXTR potentiators, primary screen, fluorescence, CHO-OTR cells, Fluo-8 calcium; Oxytocin receptor (Homo sapiens), P30559; Fluo-8 calcium fluorescence, potentiator mode; 0% = oxytocin EC15, 100% = EC100; activation, % at 3 µM; 320,000 tested, 0.061% active;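 active means activation above that plate's cutoff, the mean activation of tested compounds plus 3 SD, cut at about 6.6% in these data, passing the limit was not always enough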;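 further: 100% uses oxytocin at 75 nM as the full agonist control; some results filed as inactive read as strong as hits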
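Material: human OTR in CHO cells. Compound: 3.0 µM, one dose. Timing: compound 6 min at room temperature before oxytocin, 100 s read. Evaluation: % activation of max/min ratio relative to oxytocin controls. Replication: single well per compound, singlicate. Signal: Fluo-8 calcium dye fluorescence.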
M1 ag = human M1 muscarinic receptor agonists, primary screen, Fluo-8 calcium fluorescence, CHO-K1 cells, HTS; 360,000 tested, 0.33% active; AID 588814, 2011; activation, % at 3 µM; CHO-K1 hM1, agonist mode; 0% DMSO, 100% acetylcholine EC100;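 active means activation above the run's mean compound activation plus 3 SD, cut at about 16% in these data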;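 further: peak over basal fluorescence ratio within a 140 s kinetic read after compound addition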
CHO parental Ca = ATP-evoked calcium signal inhibitors, parental CHO, primary screen, counter-screen for OX1R antagonist project, cell-based, fluorescence, Fluo-8 calcium dye; inhibition, % at 5.6 µM; 330,000 tested, 0.63% active; parental CHO-K1, ATP-induced calcium, Fluo-8 fluorescence;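 active means inhibition above that plate's mean sample inhibition plus 3 SD, cut at about 26% in these data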;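 further: 0% = ATP-challenged DMSO wells and 100% = DMSO wells without ATP; some compounds past the cut are filed as inactive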
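Material – parental CHO cells · Reagent – ATP stimulus · Compound – single nominal dose of 5.6 µM per compound · Detection – Fluo-8 fluorescence · Read-out basis – percent inhibition of calcium signal · Controls – ATP-challenged DMSO wells low, unchallenged DMSO wells high · Repeats – no replicates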
CHRM1 PAM = human M1 muscarinic receptor positive allosteric modulators, primary screen, CHO-K1 cells, Fluo-8 calcium fluorescence, 1536-well; 360,000 tested, 0.088% active; AID 588819, 2011; CHO-K1 hM1, ACh EC20; 0% = ACh EC20, 100% = maximal ACh; activation, % at 3 µM; in the data active means activation above about 19%, passing the limit was not always enough
The depositor's hits bear a star; . = not tested or not shown. Compounds as they come; any-hit rate near 3.7%.

Every second line gives: OXTR agonist	TAAR1 agonist	TAAR1 antag	CHRM1 antagonist	V1R ag counter	OXTR potentiate	M1 ag	CHO parental Ca	CHRM1 PAM
- CC(C)Sc1cc(N2CCOCC2)nc(-c2ccccc2)n1
  -2.5	5.9	-24.6	-7.8	-0.3	-6.1	-3.3	-22.9	-0.6
- CCCCOC(=O)c1ccc(NC(=O)CSCc2n[nH]c(=O)[nH]2)cc1
  -1.3	10.0	2.5	-2.8	-0.7	-3.3	-3.3	11.6	6.4
- CN(C)c1ccc2c3c(ccc(N(C)C)c13)COC2
  0.0	4.3	5.0	-5.9	-0.4	-21.4	-8.3	-15.8	7.6
- COc1cc(C(=O)Nc2ccc(S(=O)(=O)NC(C)(C)C)cc2)cc(OC)c1OC
  0.5	-1.6	5.3	-2.1	-0.6	-3.9	-6.0	-6.8	4.7
- c1ccc2n[nH]nc2c1
  .	0.8	-10.0	-7.4	.	.	-0.5	.	3.6
- O=C(NNC(=O)c1ccc(-c2ccccc2)cc1)Nc1ccccc1
  0.5	0.1	-6.8	-2.9	1.1	2.3	-1.4	-2.6	6.3
- Cc1cccc(NC(=O)c2c([N+](=O)[O-])cnn2C)c1
  -1.4	5.7	-13.5	-18.7	-1.3	-5.9	-1.7	-1.6	14.5
- CCOC(=O)c1ccc(NC(=O)Cn2nnc(-c3ccc(C)cc3)n2)cc1
  1.3	3.3	-10.6	-12.4	1.3	2.2	-3.3	-7.0	6.0
- COC(=O)C1=C(O)/C(=C\c2cc(C)n(-c3ccccc3C)c2C)N=C1C
  0.8	13.4	11.7	-16.4	1.3	-7.6	-2.1	-25.0	3.6
- CN(CC(=O)Nc1ccc(Cl)cc1)CC(=O)N1CCc2ccccc21
  .	2.5	-29.1	-0.5	.	.	-4.5	.	0.8
- COc1ccc2cc1Oc1ccc(cc1)C[C@H]1c3c(cc(OC)c4c3Oc3c(ccc5c3[C@H](C2)N(C)CC5)O4)CCN1C
  16.8	.	.	-11.7	1.9	-9.6	-4.2	-14.2	1.6
- CC(C)C(NS(=O)(=O)c1ccc2c(c1)oc(=O)n2C)C(=O)N1CCN(Cc2ccccc2)CC1 (stereo not drawn)
  -0.6	0.4	6.7	-11.3	-0.9	-2.9	-4.9	-23.1	8.9
- CCCCN(C)C(=O)c1ccc(Nc2nc(C(N)COCc3ccccc3)cs2)nc1 (stereo not drawn)
  .	1.4	2.4	-11.6	.	.	-5.4	.	13.3
- O=C(c1ccc2c(c1)OCO2)N1CCN(c2cccc(C(F)(F)F)c2)CC1
  2.8	3.0	6.5	-1.8	15.5	-1.3	-9.0	-8.2	8.6
- CC1(C)CC(N2CCC(=O)NC2=S)CC(C)(C)N1
  0.2	-1.8	7.5	-6.2	1.2	-1.9	-2.8	0.3	9.4
- CC(=O)Nc1ccc(S(=O)(=O)Nc2nnc(C(C)(C)C)s2)cc1
  1.0	4.2	-12.7	5.0	0.1	-0.6	-2.8	-2.1	2.2
- COc1ccc(S(=O)(=O)Nc2ccccc2C(=O)N2CCCC2)cc1OC
  -0.7	2.8	-12.1	-3.3	0.3	-13.4	6.5	-5.6	20.3
- COc1ccc2nc(SCC(=O)Nc3ccc(S(=O)(=O)N4CCCC4)cc3)c(C#N)cc2c1
  4.2	12.8	17.1	3.3	5.0	-6.4	-5.7	11.3	-2.3
- O=c1oc2ccccc2c(NCCc2ccccc2)c1[N+](=O)[O-]
  3.9	63.4*	17.5	-13.0	5.9	-8.4	-4.5	-6.3	6.5
- O=C(c1ccc(Cn2cc([N+](=O)[O-])cn2)o1)N1CCCCCC1
  0.3	2.5	-19.4	-1.2	0.6	-3.5	-4.6	-3.2	1.6
- OC[C@@H]1CN(Cc2cccs2)C[C@H](n2cnc3c(NCc4ccncc4)ncnc32)O1
  .	1.7	-25.7	-16.2	.	.	0.4	.	10.8
- N/C(=N\OC(=O)c1cc(Cl)ccc1Cl)c1ccccn1
  -2.1	6.6	-10.4	-3.9	-1.7	-9.1	-5.1	-19.4	5.3
- O=C(/C=C/c1cccc(Cl)c1)NCCN1CCOCC1
  1.0	-0.9	14.8	4.8	0.0	-0.5	-3.0	-7.8	-2.4
- C=CCN(C(=O)c1oc2c(Cl)cc(C)cc2c1C)C1CCS(=O)(=O)C1 (stereo not drawn)
  1.0	2.9	-20.8	-6.0	2.9	-5.0	-1.3	-26.8	4.6
- CC(=O)Nc1ccc(S(=O)(=O)N2c3ccccc3NC(=O)CC2C)c(Cl)c1 (stereo not drawn)
  -0.5	2.2	-34.8	-21.2	0.5	-8.0	-4.0	-12.4	13.1
- CCOc1ccc(S(=O)(=O)N2CCOCC2)cc1[N+](=O)[O-]
  -1.9	1.7	-15.7	-7.6	-0.3	-6.7	-2.4	4.8	7.9
- O=C(NC12CC3CC(CC(C3)C1)C2)c1ccccc1
  9.8	8.2	2.8	3.9	-1.6	-15.2	-9.7	-15.7	-3.2
- CCOc1ccc(N2CC(=O)SC2=S)cc1
  -0.7	3.2	15.7	-6.0	-0.7	6.3	-9.5	-6.8	14.6
- CC(C)(C)NC(=O)C1CCC(CNS(=O)(=O)c2cccc3nsnc23)CC1 (stereo not drawn)
  2.2	41.8*	75.7*	2.9	3.9	-7.0	-2.3	-3.6	-0.4
- CCCc1ccc(C(O)c2ncc(-c3ccccc3)[nH]2)cc1 (stereo not drawn)
  .	5.9	-5.5	-6.9	.	.	1.1	.	-3.5
- CCN1C(=O)c2ccccc2S(=O)c2ccc(C(=O)NCc3ccccn3)cc21 (stereo not drawn)
  -0.6	1.8	-16.8	7.4	-0.3	-7.3	-11.3	-6.1	-4.8
- CCCC(=O)NC(c1cccs1)c1cc([N+](=O)[O-])c2cccnc2c1O (stereo not drawn)
  -2.2	0.5	-4.2	-8.1	-1.2	-0.6	-1.1	-22.6	11.5
- CCS(=O)(=O)N1CCCC(C(=O)NCC2CCCO2)C1 (stereo not drawn)
  0.4	-0.6	-12.2	-13.4	-0.1	-2.8	-2.1	1.5	11.4
- O=C(CSc1ccccc1)N[C@@H](Cc1ccccc1)C(=O)O
  -0.2	5.5	5.8	-2.4	0.6	-4.4	-2.8	6.6	-2.5
- N#CCCN(CCC#N)C(=O)COc1ccc(Cl)cc1Cl
  1.2	7.4	-3.6	3.9	0.9	-3.8	-5.9	-5.0	-1.3
- O=C1NC(Cc2ccccc2)c2nc3cc(F)ccc3c(=O)n2-c2ncccc21 (stereo not drawn)
  .	3.5	-3.8	-16.4	.	.	-0.6	.	3.9
- Cc1occc1C(=O)Nc1c(F)cc(F)cc1Br
  -0.3	5.3	3.3	-7.7	0.0	-2.0	-5.0	-13.3	6.3
- CCN(CCS(=O)(=O)c1ccc(Cl)cc1)Cc1nc2ccccc2c(=O)[nH]1
  1.5	2.0	-6.3	-1.4	0.4	-7.7	-3.6	-18.9	1.1
- O=C(CSc1ncccn1)NCc1cccs1
  1.0	0.1	-9.1	-1.7	0.6	-3.6	-5.9	-13.4	5.4
- COc1ccc(NC(=O)CSc2ncn[nH]2)c([N+](=O)[O-])c1
  0.6	4.5	6.9	5.1	-0.1	3.6	-2.9	-12.0	-6.8
- Cc1ccc2[nH]c3c(c2c1)CN(C(=O)CN1CCN(c2cccc(C)c2C)CC1)CC3
  0.7	11.6	-11.0	19.0	-0.2	-17.2	-3.2	-18.6	-10.5
- Cc1cc(C)n2nc(-c3ccccc3)cc2n1
  -1.6	1.4	0.4	-2.5	1.4	-8.3	-1.9	-2.0	10.2
- Cc1cc(C)c2nc(-c3ccccn3)cc(C(=O)N3CCCC3)c2c1
  -1.3	4.4	-25.2	-17.0	-0.3	-1.1	-1.6	-21.5	11.1
- Cc1cccc(CCNC(=O)C2CC(O)CN2C(=O)Nc2ccccc2)c1 (stereo not drawn)
  .	-0.2	-16.2	-4.0	.	.	-2.6	.	2.1
- O=C(Nc1ncnc2sc3c(c12)CCCCC3)c1ccccc1
  -2.1	4.4	-8.9	-13.1	-0.4	0.5	-5.2	-17.7	8.3
- CCn1c(SCC(=O)Nc2ccc(F)cc2)nnc1C1CC1
  0.2	0.9	11.9	-0.6	0.6	-9.7	-0.2	-9.9	10.1
- Cc1cc(-c2ccc(C)c(S(=O)(=O)NCCN3CCC(C)CC3)c2)on1
  -0.7	-1.5	-27.5	-12.3	0.3	-16.9	-5.5	-18.4	12.0

TAAR1 antag, what is marked active above.
compound	TAAR1 antag	CHRM1 antagonist	OXTR potentiate	M1 ag	CHRM1 PAM
CC(C)(C)NC(=O)C1CCC(CNS(=O)(=O)c2cccc3nsnc23)CC1 (stereo not drawn)	75.7*	2.9	-7.0	-2.3	-0.4
